Source: PubChem BioAssay (several laboratories)
SIAH1 antagonists = Siah-1 peptide-binding antagonists, primary screen, biochemical, fluorescence polarization, rhodamine-plectin, uHTS (AID 1817); 0.02% of 290,000 active; one-dose displacement, % at 20 µM; IC50 in µM for titrated hits; Siah-1 / rhodamine-plectin peptide fluorescence polarization; higher % means a stronger effect;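 active = displacement of at least 50% at 20 µM, with a fluorescence ratio check between 0.3 and a set limit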;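 also: plate controls were Siah plus tracer with DMSO for no effect and tracer alone without Siah for full effect; strong numbers were not always called active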
Rac1 GTP hydrolysis = MgcRacGAP GTPase-activating activity inhibitors, confirmation, biochemical, ADP Hunter fluorescence; AID 624330; MgcRacGAP-stimulated Rac1 GTP hydrolysis, ADP Hunter fluorescence; higher % means a stronger effect; GST-tagged Rac1 F28L mutant substrate; inhibition, % at 30 µM, or IC50 in µM where a hit was titrated; 0.6% of 340,000 active;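 active = first-screen hits whose inhibition reached a set limit at any dose in the follow-up dose series; inconclusive = inhibition above the set first-screen limit but never retested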;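 also: fluorescence reports GDP produced by GAP-driven GTP hydrolysis; strong numbers were not always called active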
PhoP inhibition = PhoP-dependent GFP reporter repression – Salmonella Typhimurium, primary screen (AID 1863) | S. Typhimurium PhoP-regulated promoter GFP reporter, 4 h; higher % means a stronger effect | 0.16% of 300,000 active | one-dose inhibition, % at 50 µM; IC50 in µM for titrated hits;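 active = inhibition over 29.93%, a cutoff 3 SD above the screen mean, later confirmed by dose response; inconclusive = inhibition over 29.93% but no dose response follow-up; inactive = inhibition at most 29.93% or unconfirmed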;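 also: 0% = low Mg2+ inducing control and 100% = high Mg2+ repressing control; strong numbers were not always called active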
Myeloid diff MLP = myeloid differentiation induction. ER-HoxA9 myeloid progenitors, lysozyme-GFP differentiation, flow cytometry. calls only at 10 µM. 1% of 360,000 active;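 active = normalized GFP-positive differentiation at or above the plate's own cutoff, the solvent-only control mean plus 3 SD; inconclusive = no clear call, values can overlap the other calls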;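 also: cells exposed to compound for four days before flow analysis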
GPR55 antagonists = inhibition of LPI-stimulated GPR55 beta-arrestin translocation – imaging, U2OS, beta-arrestin-GFP, LPI agonist, primary screen (AID 2013). U2OS GPR55 beta-arrestin-GFP translocation imaging, LPI antagonism; higher % means a stronger effect. one-dose inhibition, % at 10 µM; IC50 in µM for titrated hits. 0.13% of 290,000 active;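 active = spots per cell inhibited over 60%, with over 100 cells counted and total cytoplasm intensity under 500,000; inconclusive = wells with under 100 cells, flagged as likely toxic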;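 also: U2OS cells stably carrying GPR55 and arrestin-GFP stimulated by 5 µM LPI near EC80; imaged beta-arrestin-GFP aggregate spots per cell after agonist stimulation; plate controls were LPI-stimulated DMSO wells for no effect and DMSO wells without LPI for full effect; some results filed as inactive read as strong as hits; confirmed hits need IC50 under 10 µM and bright autofluorescent wells are also inconclusive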
LYP inhibition = PTPN22 lymphoid phosphatase activity blockers – biochemical, fluorescence intensity, uHTS (AID 1779); inhibition, % at 11.5 µM, or IC50 in µM where a hit was titrated; recombinant LYP phosphatase, fluorescence intensity; higher % means a stronger effect; 0.054% of 290,000 active; in the data active = inhibition above about 50%;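 also: plate controls were vehicle with enzyme for no effect and no enzyme for full effect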
GPR35 arrestin U2OS = GPR35 antagonists blocking zaprinast-driven arrestin recruitment, primary screen, imaging, U2OS, beta-arrestin-GFP, zaprinast agonist (AID 2058) | inhibition, % at 10 µM, or IC50 in µM where a hit was titrated | 0.052% of 290,000 active | U2OS GPR35 beta-arrestin-GFP translocation imaging, zaprinast antagonism; higher % means a stronger effect;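 active = inhibition of at least 50% with at least 30 cells and total cytoplasm GFP at most 10,000,000; inconclusive = under 30 cells or total GFP of 10,000,000 plus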
HIV fusion peptide = inhibitors of HIV fusion peptide binding, primary screen, biochemical, uHTS, fluorescence dequenching (AID 1986). cell-free peptide binding, fluorescence dequenching, 30 min; higher % means a stronger effect. inhibition, % at 20 µM, or IC50 in µM where a hit was titrated. 0.3% of 290,000 active; in the data active = inhibition mostly above about 52%, no sharp cut-off; inactive = mostly below about 76%; also: some results filed as inactive read as strong as hits
NTR1 agonist = agonists of NTR1, primary screen, imaging, U2OS cells, beta-arrestin-GFP, high content (AID 493036); P30989; NTR1-U2OS beta-arrestin-GFP spot imaging, agonist mode; activation, % at 20 µM; 0.17% of 330,000 active;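 active = activation at or above 40% of the spot to cytoplasm intensity ratio, with at least 20 cells analyzed; inconclusive = wells under 20 cells, flagged as cytotoxic or low count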;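 also: 0% = DMSO without peptide and 100% = 100 nM NTR1 peptide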
Target sequence (P30989 whole entry, looked up): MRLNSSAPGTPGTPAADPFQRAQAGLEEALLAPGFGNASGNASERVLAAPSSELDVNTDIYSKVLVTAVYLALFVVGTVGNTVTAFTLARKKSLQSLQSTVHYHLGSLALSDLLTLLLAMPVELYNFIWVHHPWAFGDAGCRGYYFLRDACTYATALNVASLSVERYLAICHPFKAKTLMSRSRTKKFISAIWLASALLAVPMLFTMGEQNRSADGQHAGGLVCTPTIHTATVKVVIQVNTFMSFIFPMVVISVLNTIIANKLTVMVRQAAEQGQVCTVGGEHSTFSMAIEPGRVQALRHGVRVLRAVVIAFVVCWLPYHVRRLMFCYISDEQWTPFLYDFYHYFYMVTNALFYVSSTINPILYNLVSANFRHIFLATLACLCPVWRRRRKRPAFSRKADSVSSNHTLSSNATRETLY
NTR1 agonist cell count 20 µM = second read-out of NTR1 agonist, no call of its own (marks repeat the call); cell count; measured here: cell count, cytotoxicity flag
Myeloid diff MLP GFP+ MAC1+ % = further read-out of Myeloid diff MLP, marked with its call; GFP+ MAC1+ double positive, %; measured here: differentiation confirmed by MAC1 staining
* = called active by the depositor; i = inactive; ? = inconclusive; · = no result given; + = active, no number.

SMILES	SIAH1 antagonists	Rac1 GTP hydrolysis	PhoP inhibition	Myeloid diff MLP	Myeloid diff MLP GFP+ MAC1+ %	GPR55 antagonists	LYP inhibition	GPR35 arrestin U2OS	HIV fusion peptide	NTR1 agonist	NTR1 agonist cell count 20 µM
C=CCn1c(SCC(=O)Nc2sc3c(c2C#N)CCC3)nnc1C1COc2ccccc2O1 (centres undefined)	-3%	8%	-2%	i	1.1	0%	8%	-10%	-1.8%	5.6	63
O=C(/C=C/c1cccc([N+](=O)[O-])c1)NCCc1ccc(F)cc1	11%	0%	-9%	i	0.8	5%	-7%	-9%	-0.7%	-1.3	51
CN(C(=O)c1ccco1)c1nc(CC(=O)Nc2ccccc2)cs1	5%	13%	7%	i	0.8	1%	0%	6%	0.4%	0.3	52
Cn1c(=O)cc(N2CCc3ccccc32)[nH]c1=O	-1%	0%	-3%	i	1.8	12%	-3%	-2%	-1.4%	-1.2	52
Cn1cnnc1Sc1ccc(C(=O)NCCC23CC4CC(CC(C4)C2)C3)cc1[N+](=O)[O-]	-6%	8%	-9%	i	0.6	36%	2%	12%	-2.7%	5.4	59
O=C(CSCCO)N1CCc2ccccc21	0%	5%	-5%	i	1.0	17%	-9%	3%	-2.0%	-0.1	97
CCN(CC)C(=O)CSc1nnc2nnc3cc(Cl)ccc3n12	1%	7%	-15%	i	0.7	7%	-3%	-5%	30%	0.0	42
Cc1cc(/C=C(/C#N)c2cccc(F)c2)c(C)n1-c1cccnc1	4%	4%	1%	i	6.6	-12%	-1%	-2%	-0.3%	3.9	46
COc1ccc(OC)c(NC(=O)C2C3CCC(C3=C(C)C)C2C(=O)O)c1 (centres undefined)	-1%	10%	-4%	i	0.8	15%	1%	3%	0.4%	35	80
CCOc1ccc(CCNC(=O)C2CC(=O)N(Cc3ccc(OC)cc3)C2)cc1OCC (centres undefined)	1%	8%	-3%	i	0.8	12%	-12%	-12%	-1.4%	0.7	59
c1ccc(CNC2=NCCCC2)cc1	5%	?	-12%	i	0.5	11%	-5%	1%	-0.5%	-0.2	63
O=C(OCC(=O)N1CCN(C(=O)c2ccco2)CC1)c1ccccc1O	-2%	12%	-8%	i	1.2	2%	0%	0%	-1.0%	-3.7	87
CCN(CC)CCCNC(=O)CCc1ccccc1	1%	5%	-17%	i	0.5	0%	3%	-5%	-1.7%	0.0	60
COc1ccc(NC(=O)CSc2nnc(Cc3cccn3C)n2-c2ccc(OC)cc2)cc1	0%	-1%	-7%	i	1.1	10%	-4%	-5%	0.8%	-0.8	48
Cc1cc(C)nc(-n2nc(C)c(C3(O)C(=O)Nc4ccccc43)c2N)n1 (centres undefined)	-2%	1%	-7%	i	0.5	-3%	0%	-12%	2.0%	3.0	42
CCN(CC)S(=O)(=O)c1ccc(Cl)c(C(=O)NCCN2CCOCC2)c1	1%	9%	-4%	i	0.6	-5%	-4%	14%	1.4%	-0.7	62
Cn1cccc1Cc1nnc(SCC(=O)NCc2ccco2)n1CCc1ccccc1	-5%	11%	-1%	i	1.4	-4%	1%	-4%	2.7%	-0.4	83
CC(C)N1C(=O)N(c2ccccc2)C(C)(O)CC1(C)C (centres undefined)	0%	8%	-23%	i	0.4	16%	2%	11%	-0.6%	-1.0	36
COc1cc(NS(=O)(=O)c2ccc(N)cc2)ncn1	5%	·	-6%	·	·	9%	-6%	9%	-0.4%	1.3	49
COc1ccc(-c2nc(CN3CCN(c4ncccn4)CC3)c(C)o2)cc1C	1%	-8%	7%	i	0.2	17%	0%	12%	-1.1%	1.1	50
CCOc1ccc(Br)cc1S(=O)(=O)NC1CC(C)(C)NC(C)(C)C1	-3%	6%	-3%	i	0.3	5%	-8%	2%	-1.3%	0.8	50
COc1cccc(-c2nc3n(n2)C(c2cccs2)C(C(=O)Nc2cccnc2)=C(C)N3)c1 (centres undefined)	2%	4%	-10%	i	3.0	-2%	2%	2%	-0.2%	-0.1	54
Cc1nc(CC(=O)c2ccc(O)cc2O)cs1	-1%	-1%	35%	i	1.0	-3%	-6%	-16%	-1.1%	7.4	91
COc1cc(/C=C2\SC(=O)N(c3cccc(Cl)c3)C2=O)cc([N+](=O)[O-])c1O	-10%	-3%	·	i	0.1	3%	92%*	-29%	51%	0.4	28
CCC1C(=O)NCCN1Cc1nc(-c2ccc(C)s2)oc1C (centres undefined)	10%	-26%	-2%	i	0.4	16%	-4%	5%	1.3%	-1.3	37
COc1ccc(-c2nn(-c3ccccc3)cc2/C=C/C(=O)OCC(=O)Nc2cccc(C#N)c2)cc1	-5%	-1%	-11%	i	1.0	8%	-5%	0%	-2.1%	1.2	43
NC(=O)c1c(NC(=O)CSc2nnc(-c3ccco3)n2N)sc2c1CCCC2	-8%	10%	-19%	i	0.8	-6%	2%	-2%	23%	3.8	54
CCOC(=O)c1oc2ccc(S(=O)(=O)N3CCC(C)CC3)cc2c1C	2%	7%	-16%	i	4.1	10%	9%	2%	-0.4%	1.5	92
CCNc1nc(NCC)n2c(SCC(=O)Nc3ccc(NC(C)=O)cc3)nnc2n1	·	4%	8%	i	1.5	·	·	·	·	-0.9	57
CNC(=O)c1cc2cc(OC)ccc2oc1=O	-2%	5%	5%	i	1.0	0%	-7%	13%	2.0%	0.7	55
CN(C)CCN(C(=O)c1ccccc1Cl)c1nc2c(Cl)cccc2s1	2%	3%	-7%	+	2.4*	15%	-9%	5%	0.3%	0.8	79
COc1cccc(C(=O)N2CCN(Cc3cn[nH]c3-c3ccc(F)cc3F)CC2)c1	15%	2%	4%	i	0.1	4%	-10%	-16%	-0.4%	-0.8	65
CCCCc1nc2cc(C(=O)NC(C)c3cnn(C)c3)ccc2o1 (centres undefined)	0%	7%	-8%	i	3.4	1%	-2%	3%	2.6%	-1.0	40
c1ccc(C2CC3CC(c4ccccc4)N2O3)cc1 (centres undefined)	·	6%	-5%	i	4.9	·	·	·	·	-0.7	51
Cn1nc(C(=O)OCC(=O)NCCc2ccccc2)c2ccccc2c1=O	2%	8%	-6%	i	0.9	3%	-1%	-3%	0.8%	2.6	59
CCc1ncc(C)[nH]1	-2%	·	-4%	·	·	-2%	-12%	1%	0.5%	0.9	55
CC(/C=N/NC(=O)Cn1nnc(N)n1)=C\c1ccc(C(C)C)cc1	10%	·	-3%	i	1.1	-22%	-2%	-10%	2.1%	0.9	38
COc1ccc(NC(=O)C2=C(C)NC(=O)NC2c2ccccc2[N+](=O)[O-])cc1 (centres undefined)	5%	8%	18%	i	0.3	11%	-2%	-4%	-0.1%	4.4	52
COCCCNC(=O)c1ccc(Cn2c(=O)c3ccccc3n(CC(=O)NCCc3ccc(OC)c(OC)c3)c2=O)cc1	-8%	12%	-9%	i	0.8	10%	1%	16%	-0.4%	0.0	52
Cc1ccccc1C1=NC(C(F)(F)F)(C(F)(F)F)c2c(n(C)c(=O)n(C)c2=O)N1	4%	10%	-1%	i	1.0	-9%	-12%	-3%	2.2%	3.2	46
CCOC1OC(=O)C(Cl)=C1Nc1ccc(C)cc1 (centres undefined)	-7%	-5%	1%	i	0.4	-10%	-10%	0%	1.7%	-1.0	44
COc1ccc(N2C(=O)CSCC2=O)cc1OC	-4%	1%	-7%	i	0.2	1%	-5%	-7%	-1.4%	-1.2	111
c1cncc(-c2nc3c(ccc4ccccc43)[nH]2)c1	2%	11%	7%	i	2.1	14%	-7%	26%	0.5%	-1.8	56
COc1cccc(C(c2c(NC(=O)c3ccccc3)sc(C)c2C)N2CCN(C)CC2)c1 (centres undefined)	-1%	3%	0%	i	0.5	4%	-3%	-3%	-1.2%	4.1	48
O=C(CCn1c(=O)[nH]c2ccccc2c1=O)NCCSCc1ccccc1	6%	7%	-9%	i	0.5	6%	-4%	4%	-0.4%	-0.6	69
COC(=O)c1ccccc1NC(=O)N1CCCC1	-2%	11%	4%	i	4.4	-7%	-10%	0%	-0.9%	-1.0	60
C=CCNc1nc(-c2c(C)nc3ncccn23)cs1	-4%	1%	-2%	i	0.3	-16%	-10%	5%	1.0%	0.9	60
COc1ccc(CN2CCN(CCC(C)C)C(CCO)C2)cc1Cn1cncn1 (centres undefined)	5%	4%	-6%	i	0.0	18%	-3%	15%	-0.8%	0.7	88
O=C(COC(=O)c1cc[n+]([O-])cc1)NCCc1ccc(Cl)cc1Cl	-2%	6%	-1%	i	0.3	4%	3%	-12%	1.1%	-0.6	52
CC(C)Nc1nc(NC(C)C)nc(NS(=O)(=O)c2ccc(N)cc2)n1	-1%	10%	-1%	i	0.4	-4%	4%	-4%	0.9%	-0.1	77
CC1(C)NC(=O)N(CC(O)COc2cccc(F)c2)C1=O (centres undefined)	0%	-1%	3%	i	2.3	-1%	-1%	-3%	-1.1%	-1.8	86
Cc1ccc(NC(=O)c2cnn(C)c2)cc1[N+](=O)[O-]	1%	5%	9%	i	0.3	20%	-1%	-5%	-3.6%	0.1	39
CCOc1ccc(S(=O)(=O)N2CCN(C(=O)Cc3ccc(S(=O)(=O)N4CCOCC4)s3)CC2)cc1	·	10%	3%	i	0.7	·	·	·	·	1.4	52
O=C(COc1ccccc1)Nc1ccc(S(=O)(=O)N2CCOCC2)cc1	3%	12%	-2%	·	·	3%	-6%	3%	1.2%	0.5	58
CN(C)CCCOC(=O)COc1ccc(Br)cc1	2%	-2%	3%	i	0.6	12%	-5%	0%	-2.0%	-0.4	65
COc1cccc2c1O/C(=N\O)C(C(=O)Nc1cccc(Br)c1)C2 (centres undefined)	-4%	8%	6%	i	4.6	-4%	-5%	8%	-0.2%	·	·
CCOC(=O)/C(=C/c1c2ccccc2cc2ccccc12)NC(=O)c1ccccc1	-3%	12%	7%	i	0.4	0%	5%	-2%	0.5%	0.6	39
CCCc1nc2ccccc2c(=O)n1-c1c(C)n(C)n(-c2ccccc2)c1=O	1%	10%	0%	i	1.1	-8%	-1%	-5%	-0.2%	-0.3	33
CC(C)c1nc(NCCO)c(C#N)c2c1CCCC2	-4%	-7%	-8%	i	0.1	8%	-7%	6%	-2.3%	3.7	52
